# Source: PubChem BioAssay (several laboratories)
# GRK2 inh: human GRK2 inhibition via aptamer displacement; bead flow cytometry, FAM-aptamer displacement from GRK2; inhibition of aptamer binding, % at 10 µM; 330,000 tested, 0.59% active; AID 488847; P25098;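 active = inhibition of aptamer binding above 40%, roughly 3 SD of noise, on plates passing a quality check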;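 note: median bead fluorescence of bound FAM aptamer so fluorescent compounds give negative values; no value below 0 was filed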
# BCLXL inh: blocks human Bcl-xL binding to Bim BH3 peptide; GST-Bcl-xL / FITC-Bim BH3 peptide fluorescence polarization; inhibition, % at 10.9 µM; 320,000 tested, 0.7% active; AID 2129;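 active = inhibition above the mean of all tested compounds plus 3 SD, cutoff set per campaign, cut at about 30% in these data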;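 note: 0% = DMSO wells and 100% = unlabeled Bim-BH3 peptide competitor; inhibitors lower millipolarization by displacing the labeled peptide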
# Target sequence (Q07817 whole entry, looked up): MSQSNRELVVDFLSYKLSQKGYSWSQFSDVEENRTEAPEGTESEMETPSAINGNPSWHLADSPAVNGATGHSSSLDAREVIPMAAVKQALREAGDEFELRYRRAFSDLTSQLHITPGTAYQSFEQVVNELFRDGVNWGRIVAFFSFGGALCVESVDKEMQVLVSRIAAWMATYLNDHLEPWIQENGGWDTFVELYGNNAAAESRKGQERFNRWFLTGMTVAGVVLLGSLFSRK
# Fam108B inh: blocks mouse Fam108B hydrolase in RBBP9 counter-screen. AID 1947. recombinant Fam108B, FP-Rh probe fluorescence polarization. 300,000 tested, 0.33% active. inhibition, % at 9.51 µM;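 active = inhibition above the screen mean inhibition plus 3 SD, computed separately per campaign, cut at about 18% in these data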;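 note: inhibitors lower polarization as less probe binds the enzyme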
# GLD-1 TGE inh: GLD-1-TGE RNA interaction inhibition (C. elegans); purified GLD-1 + fluorescein TGE RNA, fluorescence polarization; inhibition, % at 5.96 µM; AID 2280; 320,000 tested, 0.44% active;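 active = percent inhibition above a per-plate cutoff, the plate mean of test compounds plus 3 SD, cut at about 30% in these data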;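 note: 0% = DMSO wells with GLD-1 and probe and 100% = wells lacking GLD-1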
# MCL1-BIM inh: MCL1-BIM-BH3 interaction inhibition (human); Q07820; inhibition, % at 10.9 µM; 320,000 tested, 0.68% active; GST-MCL1 / FITC-Bim-BH3 fluorescence polarization; AID 2057;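 active = inhibition above the mean inhibition of all tested compounds plus 3 SD, set per campaign, cut at about 40% in these data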;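 note: 0% = DMSO wells and 100% = unlabeled Bim-BH3 peptide control; higher means more loss of mP so more displacement of Bim peptide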
# VLA-4 inh: inhibition in a human VLA-4 binding assay; inhibition, % (about 7 µM as worked out from the volumes in the protocol); VLA-4 expressing cells, ligand binding flow cytometry; AID 2557; 330,000 tested, 0.2% active; in the data active = inhibition above about 50%
# Efflux pump inh: inhibitors of Candida antifungal efflux pumps expressed in yeast. inhibition, % at 10 µM. S. cerevisiae Candida pump triplex, Nile Red efflux. AID 485275. 330,000 tested, 0.44% active;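 active = plate passing quality check with inhibition over a set limit, or well fluorescence over plate mean plus 4 SD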;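 note: Nile Red retained in pooled yeast measured as flow cytometry median fluorescence; 0% = buffer negative control and 100% = Enniatin B positive control; higher means more Nile Red kept so more efflux inhibition; some compounds called inactive have numbers as strong as hits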
# MEX-5 binding: C. elegans MEX-5 TCR-2 RNA binding activity; Q9XUB2; MEX-5/FITC-TCR2 RNA binding, fluorescence polarization; active compounds read low; activity score (negative = inhibition of binding), % at 10 µM; 300,000 tested, 0.38% active;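 active = inhibition past about -25% in most replicates, and total fluorescence under double the plate's negative control median, limit read from the data; inconclusive = replicates evenly split on the limit, or fluorescence at least double controls; inactive = too little inhibition in most replicates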;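 note: 0% = DMSO and -100% = 5 µM competing unlabeled TCR2 RNA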
# Target sequence (Q9XUB2 whole entry, looked up): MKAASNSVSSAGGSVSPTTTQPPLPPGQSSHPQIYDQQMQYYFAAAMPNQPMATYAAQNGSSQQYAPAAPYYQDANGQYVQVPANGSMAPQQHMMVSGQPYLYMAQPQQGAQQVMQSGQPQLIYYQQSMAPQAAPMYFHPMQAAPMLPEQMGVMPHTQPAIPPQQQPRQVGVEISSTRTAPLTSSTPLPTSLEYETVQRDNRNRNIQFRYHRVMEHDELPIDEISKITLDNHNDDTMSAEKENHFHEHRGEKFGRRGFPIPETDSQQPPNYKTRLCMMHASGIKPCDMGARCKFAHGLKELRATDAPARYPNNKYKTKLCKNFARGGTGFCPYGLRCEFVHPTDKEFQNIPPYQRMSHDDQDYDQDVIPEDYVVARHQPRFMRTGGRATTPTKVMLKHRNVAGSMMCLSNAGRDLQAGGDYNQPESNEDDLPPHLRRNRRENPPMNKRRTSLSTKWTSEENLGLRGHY
# PME-1 primary: PME-1 (human) inhibition. 320,000 tested, 0.53% active. Q9Y570. AID 2130. inhibition, % at 5.9 µM. recombinant PME-1, FP-Rh probe fluorescence polarization;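 active = inhibition above the campaign mean of all compounds plus 3 SD, cut at about 26% in these data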;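 note: competitive labeling of PME-1 active site by serine hydrolase directed probe; 0% = PME-1 with DMSO and 100% = wells lacking PME-1 enzyme; inhibitors block probe labeling so polarization falls and inhibition rises; many of its hits are not listed in these tables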
# Target sequence (Q9Y570 whole entry, looked up): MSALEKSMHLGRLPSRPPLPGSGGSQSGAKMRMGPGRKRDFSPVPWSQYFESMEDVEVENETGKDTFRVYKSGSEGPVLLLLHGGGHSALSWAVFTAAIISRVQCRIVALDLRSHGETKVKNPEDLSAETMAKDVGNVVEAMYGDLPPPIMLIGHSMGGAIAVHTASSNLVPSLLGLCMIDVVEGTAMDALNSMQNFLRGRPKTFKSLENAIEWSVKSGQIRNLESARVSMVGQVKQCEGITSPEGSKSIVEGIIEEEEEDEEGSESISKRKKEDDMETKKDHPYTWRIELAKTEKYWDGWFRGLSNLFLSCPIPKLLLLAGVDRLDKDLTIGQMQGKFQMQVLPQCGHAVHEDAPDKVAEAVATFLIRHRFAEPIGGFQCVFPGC
# * hit, by the source's call; ? = inconclusive; . = no result given.
SMILES,GRK2 inh,BCLXL inh,Fam108B inh,GLD-1 TGE inh,MCL1-BIM inh,VLA-4 inh,Efflux pump inh,MEX-5 binding,PME-1 primary
COC(=O)c1ccccc1NC(=O)COC(=O)/C=C/c1ccco1,4,-6,-5,9,0,-2,0.1,-1.3,-2
S=C(NCCN1CCOCC1)Nc1ccc(-c2nc3ccccc3[nH]2)cc1,5,-10,-5,-4,-19,5,0.1,-2.6,-2
CCOC(=O)CC(=O)CSc1nnc2sc3ccccc3n12,0,6,-1,-1,4,0,0.0,.,5
COC(=O)c1sc(NC(=O)c2c(OC)cccc2OC)c(C#N)c1C,0,6,1,3,-2,12,0.0,2.3,2
COc1ccc(Cl)cc1NC(=O)CN(C)C(=O)CCCc1c[nH]c2ccccc12,0,4,2,3,5,5,0.0,3.1,11
COc1ccc(C(CNC(=O)COc2ccccc2)N2CCCCC2)cc1 (stereo not given),0,-2,.,1,-1,0,0.0,.,1
Brc1ccc(-c2ccc(/C=N/Nc3nc(N4CCOCC4)nc(N4CCOCC4)n3)o2)cc1,5,3,3,8,-10,-5,0.0,0.6,-3
Cc1ccccc1-c1n[nH]c(=S)o1,4,-35,0,10,-16,-4,-0.1,2.3,-2
Cc1ccc(NS(=O)(=O)c2ccc3c(c2)NC(=O)CO3)cc1Cl,0,1,0,1,1,9,0.0,2.1,0
Cc1ccc(N(C)S(=O)(=O)c2cc(-c3cnc(C4CC4)o3)ccc2C)cc1,8,-3,1,3,2,-102,0.1,-1.6,-2
N#Cc1cccc(NC(=O)CCN2C(=O)C3CCCCC3C2=O)c1 (stereo not given),0,.,.,-2,.,7,0.1,.,.
CCOc1ccc(NS(=O)(=O)CC23CCC(CC2=O)C3(C)C)cc1 (stereo not given),9,9,-2,-6,13,-3,0.0,1.9,5
CCOC(=O)C[C@H]1c2ccc(C(F)(F)F)cc2S(=O)(=O)N1C(C)C,0,-4,-3,0,7,9,0.0,-2.2,-3
CCn1cc(C(=O)C(F)(F)F)c2ccccc21,0,-1,0,13,1,3,0.0,3.5,-2
CCCCn1c(N)c(N(CCOC)C(=O)c2cccc(S(=O)(=O)N3CCCCCC3)c2)c(=O)[nH]c1=O,0,-7,-2,6,-11,3,0.0,-0.9,-5
FC(F)(F)c1cc(-c2ccco2)nc(N2CCN(c3ccccc3)CC2)n1,1,-2,-2,3,-9,-13,0.5,-0.1,-1
CC(=O)c1c(C(=O)O)[nH]c(C(=O)O)c1C,0,5,-2,-2,-2,15,0.0,1.0,-1
S=C(Nc1ccc(Nc2ccccc2)cc1)NN1CCOCC1,0,6,-2,1,10,7,0.1,1.7,2
CCCN1CNC(=S)N(Cc2ccccc2)C1,0,4,3,6,9,20,0.1,3.3,-4
COc1ccccc1-n1cnc2cc(C(=O)NCCCN3CCOCC3)ccc21,1,4,5,4,8,-7,-0.1,0.1,-4

# Continued, overlapping the part above by 2 compounds.
SMILES,GRK2 inh,BCLXL inh,Fam108B inh,GLD-1 TGE inh,MCL1-BIM inh,VLA-4 inh,Efflux pump inh,MEX-5 binding,PME-1 primary
CCCN1CNC(=S)N(Cc2ccccc2)C1,0,4,3,6,9,20,0.1,3.3,-4
COc1ccccc1-n1cnc2cc(C(=O)NCCCN3CCOCC3)ccc21,1,4,5,4,8,-7,-0.1,0.1,-4
COCCCNC(=O)CNC(=S)N(Cc1ccccc1)Cc1cccnc1,2,3,1,-1,5,15,0.3,0.8,3
CCCCSCCCNC(=O)c1cn(C)c2ccc(S(=O)(=O)N3CCCC3)cc2c1=O,0,7,0,-2,5,9,-0.1,-2.9,2
Cc1ccc2c(CC(=O)O)coc2c1,0,4,1,3,4,-3,0.0,-2.0,-1
CCC1(C)N(O)C(C)(C)C(c2ccc(OC)cc2)=[N+]1[O-] (stereo not given),3,6,-3,1,2,-1,0.0,-0.3,2
CCN(CC(=O)Nc1ccccc1OC)CC(=O)Nc1ccccc1C(F)(F)F,0,1,0,-3,-5,-3,0.2,.,10
COC(=O)[C@@H](Cc1ccccc1)NC(=O)[C@H]1CCC(=O)N1C(=O)OCc1ccccc1,0,1,0,2,2,8,0.0,0.6,-1
COc1ccc(N2C(=O)C3CCCN3C2=O)cc1 (stereo not given),0,2,-5,3,5,6,0.1,-4.0,-1
O=C(CCNc1cc(Cl)cc(Cl)c1)c1ccco1,0,6,4,2,2,-17,0.0,-0.3,2
COc1ccc(-c2noc(-c3ccoc3C)n2)cc1,0,3,5,-10,-2,-26,0.0,-2.3,-11
Cc1cc2[nH]c(=O)c(=O)[nH]c2cc1S(=O)(=O)NC1CCCCC1C (stereo not given),2,2,-3,6,5,-4,0.0,-0.4,-2
CC(=O)Nc1nc(C)c(-c2csc(Nc3ccc(O)cc3)n2)s1,2,7,13,5,10,-1,-0.3,.,18
C=CCn1c(Cc2nc3ccc(Cl)cc3[nH]2)n[nH]c1=S,5,-14,-1,2,-5,1,-0.1,1.8,-2
Cc1ccc(C(=O)C2=C(O)C(=O)N(Cc3cccnc3)C2c2ccc(OC(C)C)cc2)o1 (stereo not given),5,5,2,-1,14,3,-7.4,-1.9,1
O=S(=O)(NCC1NCCc2ccccc21)c1ccccc1 (stereo not given),0,9,-2,0,8,12,0.0,5.4,0
COC(=O)c1ccc(S(=O)(=O)N2CCCN(Cc3cccc(Br)c3F)CC2)n1C,0,4,3,6,0,2,-0.2,0.5,-2
COCCCN(C(=O)CCSc1ccc(F)cc1)c1c(N)n(Cc2ccccc2)c(=O)[nH]c1=O,1,-5,1,4,-2,-2,-0.1,0.6,-3
CCOc1ccc(S(=O)(=O)Nc2cc(Cl)ccc2O)cc1,0,5,-5,-3,13,1,0.0,-17,-9
CN1CC(=O)N/C1=N\C(=O)Nc1ccc(O)cc1,0,5,4,3,-10,-4,-2.5,-1.6,4
N#CCC(=O)Nc1ccc(C(=O)NCC(c2ccco2)N2CCCCC2)cc1 (stereo not given),0,-31,-13,-43,-42,9,0.3,3.8,-16
CC(C)(C)C(=O)N1CCN(c2ccc([N+](=O)[O-])cc2-n2cccc2)CC1,2,5,-1,0,8,6,-0.1,-0.9,2
CSc1nc(-c2ccco2)nn1C(=O)Cc1ccccc1,4,7,0,-1,4,-2,-0.1,-0.7,0
CCOC(=O)c1c(NC(=O)COC(=O)c2cc(OC)c(OC)cc2[N+](=O)[O-])sc(C)c1C,2,2,3,3,9,-18,-0.1,-1.3,-5
S=c1[nH]nc(/C=C/c2ccccc2)o1,0,-30,1,7,-28,5,0.1,-2.8,-2
Cc1ccc(C)c(NC(=O)CCN2C(=O)c3ccccc3C2=O)c1,0,.,.,.,.,0,-0.2,2.0,.
COc1ccc(N2CCN(C(=O)CC(NC(N)=O)c3cccc(Oc4ccccc4)c3)CC2)cc1 (stereo not given),0,2,1,8,2,13,0.3,0.6,2
COc1cc(C2C(C#N)=C(N)N(N(C)C)C3=C2C(=O)CCC3)ccc1O (stereo not given),0,.,.,.,.,3,0.2,2.5,.
C=CCn1c(SCC(=O)Nc2cccc(S(N)(=O)=O)c2)nc2sc(C)c(C)c2c1=O,0,.,.,1,.,-12,-0.3,.,.
Cc1cc(C)n2nc(CC#N)c(C#N)c2n1,2,-2,-3,-3,2,-9,-0.1,0.0,-2
CCOc1ccc(C(C)=O)cc1Cn1c(=O)oc2ccccc21,0,1,4,2,-9,12,0.0,0.6,0
Cn1nccc1C(=O)N1CCN(c2ncccn2)CC1,1,-1,-2,-4,1,3,0.0,1.6,-1
O=C(NN1CCOCC1)c1ccc(Br)cc1,3,0,1,3,3,11,0.4,0.3,3
O=C(Oc1cccc2ccccc12)c1cc(Cl)nc2ccccc12,0,3,1,-22,5,0,-0.1,1.3,-6
COc1cccc(CSc2nc3sc(C)c(C)c3c(=O)n2Cc2ccco2)c1,0,0,-8,-3,-8,-15,-0.1,6.6,-4
N#CC1=C(SCC(N)=O)NC(=O)CC1c1ccccc1Cl (stereo not given),5,3,0,0,3,4,-0.3,1.0,3
O=C(O)c1cc(N/N=C/c2c(O)ccc3ccccc23)ccc1Cl,1,19,19*,3,24,-2,-0.1,-2.7,31*
CC(C)n1c(CN(C)Cc2ccccc2)nc2c1c(=O)n(C)c(=O)n2C,0,2,2,-8,0,38,0.1,1.6,3
CCOc1[nH]n(-c2ccc(Cl)cc2)c(=O)c1C=Nc1ccc(O)cc1,0,7,6,4,4,16,0.2,-1.2,15
Cc1cc(N2C(=O)c3ccc(C(=O)Nc4ccccc4O)cc3C2=O)no1,0,3,2,8,0,8,0.1,-1.3,4
COc1ccc(C(=O)NC(=S)Nc2ccc(CN3CCOCC3)cc2)cc1,15,6,0,64*,5,27,-0.1,-2.8,0
CC(CNC(=O)c1cncc(O)c1)NC(=O)c1cncc(O)c1 (stereo not given),3,8,0,2,4,-4,0.0,0.9,-7
CCOc1ccc(NC(=O)COc2ccccc2)c([N+](=O)[O-])c1,0,-3,1,7,-2,17,-0.2,?,-5
COCc1cc(OC)nc(-c2csc(C)n2)n1,2,1,1,4,-3,-8,0.0,.,5
COc1ccc(S(=O)(=O)NCCC(=O)OCC(=O)NC2CC2)cc1,0,.,.,4,.,14,0.3,.,.
COc1ccccc1NC(=O)c1ccc(N2CC3CC(C2)c2cccc(=O)n2C3)c(NC(=O)c2ccncc2)c1 (stereo not given),1,2,1,-1,-1,8,-0.2,0.0,-3
O=C(COC(=O)c1sc2cc(F)ccc2c1Cl)Nc1ncc(Cl)cc1Cl,0,5,-5,-1,9,16,0.3,0.2,-15
COc1ccc(CCNC(=O)c2ccn[nH]2)cc1OC,0,2,-6,2,3,2,0.0,2.8,-2
Cc1cccc(CNc2ncnc3ccc(-c4ccccc4Cl)cc23)c1,1,1,.,-4,3,2,0.1,.,-25
CN1CCN(C(=O)Cn2c(=O)oc3cc(S(=O)(=O)NCc4ccccc4)ccc32)CC1,0,0,-1,-1,2,-12,-0.1,.,4
O=C(Nc1cc(S(=O)(=O)N2CCCC2)ccc1OCC(F)(F)F)c1ccccc1F,2,7,2,5,5,-3,0.1,1.0,6
COc1ccc(C(=O)NCCN2CCN(C(=O)c3ccc(OC)cc3)CC2)cc1,0,6,-2,-3,5,8,0.0,-0.3,1
# (further entries)
SMILES,GRK2 inh,BCLXL inh,Fam108B inh,GLD-1 TGE inh,MCL1-BIM inh,VLA-4 inh,Efflux pump inh,MEX-5 binding,PME-1 primary
CCCCCCn1cc(C(=O)O)c(=O)c2ccccc21,2,5,1,6,5,-3,0.0,1.9,2
OCCCCC#Cc1c(-c2ccsc2)sc2ccccc12,5,-1,-10,12,2,15,-0.1,-0.1,-3
CCOC(=O)N1CCN(C(=O)CNC(=O)c2ccc(Br)o2)CC1,1,.,.,.,.,3,-0.1,0.5,.
CC(OC(=O)COc1ccccc1)C(=O)NC1CCCC1 (stereo not given),0,-1,.,2,-4,-2,0.0,.,-6
COc1ccc(-n2c(SCC(=O)N3CCOCC3)nc(O)cc2=O)cc1,3,.,.,.,.,-3,0.1,-0.1,.
COc1ccc(NS(=O)(=O)c2ccc3c(c2)NC(=O)CCS3)cc1Cl,9,5,3,-5,5,1,-0.2,-1.2,11
CCN1CCN(c2ccc(NC(=O)Cc3ccccc3)cc2)CC1,2,3,2,0,3,-2,-0.1,-0.4,0
CCc1ccc2c(c1)cc(CN(C(=S)Nc1cccc(C)c1)C1CC1)c1nnnn12,0,1,-2,-1,4,15,0.2,2.2,0

# Only part of the results is shown; the hit share may differ from the screen's.
